# Screening results as filed in PubChem.
# TWEAK Fn14 block: inhibitors of TWEAK-Fn14 signaling, primary screen, luciferase reporter cells, uHTS; TWEAK-stimulated Fn14 reporter cells, luciferase luminescence, 8 h; inhibition, % at 10 µM; actives 2% (n = 360,000); AID 1159606, 2016; in the data active = inhibition above about 50%
# TLR9-MyD88 inh: inhibitors of TLR9-MyD88 association in cells, primary screen, cell-based, CHO, BLA complementation, fluorescence. CCF4 FRET ratio. actives 0.21% (n = 340,000). Toll-like receptor 9 (Homo sapiens) + Myeloid differentiation primary response protein …. inhibition, % at 4.98 µM. AID 504734, 2011;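 active = inhibition above the mean over all tested compounds plus 3 SD, cut at about 21% in these data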;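 note: 0% = DMSO only wells and 100% = clavulanate BLA inhibitor control wells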
# SRC3 inh: SRC3 coactivator transcriptional activity inhibitors, primary screen, cell-based, luminescence; HEK293 GAL4-SRC3 luciferase reporter; inhibition, % at 3.6 µM; actives 0.17% (n = 360,000); AID 588352, 2011;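 active = inhibition above a per-campaign cutoff, the mean of all compounds plus 3 SD, cut at about 60% in these data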;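 note: 0% = DMSO-treated cells and 100% = gossypol-treated cells at 36 µM; higher means less SRC3-driven luciferase light from the GAL4 reporter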
# TROY signal inh: inhibitors of TROY-driven NF-kB signaling, primary screen, Q293 LMP1-TROYcd cells, NF-kB luciferase, uHTS | Q293 LMP1-TROYcd NF-kB luciferase reporter, 4 h | inhibition, % at 10 µM | actives 0.98% (n = 360,000) | AID 1347056, 2019;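 active = compounds whose plate-normalised and pattern-corrected inhibition of the luciferase reporter signal at the single screening dose is 50% or more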
# NOD2-RIPK2 inh: NOD2-RIPK2 binding disruptors in cells, primary screen, fluorescence, CHO cells, BLA complementation; Receptor-interacting serine/threonine-protein kinase 2 (Homo sapiens), O43353; CCF4 ratio; actives 0.38% (n = 360,000); inhibition, % at 4.98 µM; in the data active = inhibition above about 21%;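 note: 0% = vehicle only and 100% = reference blocker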
# SRC2 inh: inhibition of GAL4-SRC2 driven luciferase reporter, primary screen, SRC2 inhibitor project, cell-based, luminescence; Nuclear receptor coactivator 2 (Homo sapiens), Q15596; HEK293 GAL4-SRC2 luciferase reporter; inhibition, % at 9 µM; actives 0.17% (n = 370,000);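 active = inhibition above the mean inhibition of all tested compounds plus 3 SD, set per campaign, cut at about 52% in these data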;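 note: 0% = DMSO treated cells and 100% = cells given Gossypol at 36 µM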
# Exocytosis inh: LAMP-1 surface exposure blockers, TALL-104 cells – cell-based, flow cytometry, MLPCN library, primary screen. TALL-104 LAMP-1 surface exposure; cells stimulated with thapsigargin and PMA. inhibition, % at 10 µM. actives 0.66% (n = 360,000). AID 651702, 2012;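 active = inhibition above about 55%, limit read from the data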
# COUP-TFII inh: NR2F2 transcriptional activity inhibitors, primary screen, cell-based, luciferase reporter, HEK293T, luminescence | AID 686940, 2013 | actives 0.7% (n = 370,000) | inhibition, % at 8.6 µM | COUP transcription factor 2 (Homo sapiens), P24468 | HEK293T NGFI-A luciferase reporter;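 active = inhibition above a per-plate cutoff, mean inhibition of test wells between control levels plus 3 SD, cut at about 38% in these data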;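 note: cells cotransfected with COUP-TFII expression vector driving the NGFI-A reporter; 0% = median of COUP-TF2 test wells and 100% = reporter-only cells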
# ABHD5-PLIN5 inh: ABHD5-PLIN5 interaction inhibitors, primary screen, cell lysate, split luciferase complementation, luminescence; Split G. princeps luciferase complementation, 4 h; inhibition, % at 4 µM; actives 0.78% (n = 360,000);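 active = inhibition above the mean inhibition across every tested compound plus 3 SD, cut at about 22% in these data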;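 note: 0% = DMSO only wells and the 100% control is not disclosed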
# LRH-1 inv ag: LRH-1 (NR5A2) inverse agonists, primary screen, cell-based, luminescence, HEK293T, StAR-luciferase reporter; actives 0.13% (n = 360,000); LRH-1 transfected, 24 h; inhibition, % at 3.6 µM; AID 602396, 2012; Nuclear receptor subfamily 5 group A member 2 (Homo sapiens), O00482;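 active = inhibition above the mean inhibition of all tested compounds plus 3 SD, cut at about 73% in these data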;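 note: 0% = DMSO wells and 100% = reporter-only cells lacking LRH-1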
# SRC1 inh: SRC1 coactivator transcriptional activity inhibitors, primary screen, cell-based, luminescence. HEK293 GAL4-SRC1 luciferase reporter. inhibition, % at 3.6 µM. actives 0.12% (n = 360,000). AID 588354, 2011;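 active = inhibition above the campaign mean plus 3 SD, with each screening campaign given its own cutoff, cut at about 60% in these data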;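 note: 0% = DMSO treated cells and 100% = gossypol at 36 µM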
# * hit, by the source's call; x = no result given; & = joins results of further samples.
SMILES,TWEAK Fn14 block,TLR9-MyD88 inh,SRC3 inh,TROY signal inh,NOD2-RIPK2 inh,SRC2 inh,Exocytosis inh,COUP-TFII inh,ABHD5-PLIN5 inh,LRH-1 inv ag,SRC1 inh
COc1ccc(C)cc1N(C(=O)COc1ccccc1)c1nc2ccccc2s1,-9.1,7.9,-2.3,-31.0,2.1,-0.4,-6.8,4.5,-1.1,9.8,-20.1
COc1ccccc1NC(=O)Nc1nnc(C(C)C)s1,5.0,4.8,-45.0,-47.1,-2.5,-74.3,0.1,-34.7,-1.2,-96.5,-101.6
Nc1ccc(CCNc2ncnc3c2ncn3[C@@H]2O[C@H](CO)[C@@H](O)[C@H]2O)cc1,1.1,8.7,-20.7,-2.9,8.2,-51.6,-0.2,-62.3,-5.2,9.7,-38.5
COc1ccc(-c2cc(-c3ccccc3)nc3ncnn23)cc1,-5.6,0.9,3.6,-11.9,5.6,-0.8,0.0,11.3,4.1,12.8,6.6
O=C(C1CCCCC1)N1CCN(S(=O)(=O)c2cccc([N+](=O)[O-])c2)CC1,17.3,-4.2,19.2,-3.7,9.4,9.5,-5.9,5.1,-7.8,-0.1,9.4
CCOC(=O)C1CCCN(Cc2ccc(OC)cc2OC)C1 (stereo not given),-10.1,11.6,18.4,-6.6,1.1,-14.0,0.8,3.4,1.5,0.8,0.9
CCCCC(C(=O)OCC)C(N)Cc1ccc(F)cc1 (stereo not given),-15.1,-11.6,-2.8,-14.9,-5.8,-9.5,0.8,3.8,2.4,8.8,3.6
CC1(C)Nc2ccccc2N(CCC(=O)N2CCOCC2)C1=O,-13.0,8.8,-18.5,-11.5,-9.7,-2.4,0.5,3.3,12.3,-3.2,-43.4
O=C(N/N=C/c1ccc(OC(=O)c2ccco2)cc1)c1ccncc1,-8.4,-0.6,-12.0,-0.7,4.7,14.0,-7.3,9.1,1.1,-3.7,-35.1
COc1ccc(/C(=N/Nc2ncnc3ccccc23)C(=O)O)cc1,-39.6,-0.6,-98.7,-14.6,-6.8,-80.0,-22.8,-42.1,8.0,-86.8,-92.2
CC(C)CCN(C(=O)c1ccc(N2CCCC2=O)cc1)c1c(N)n(Cc2ccccc2)c(=O)[nH]c1=O,2.4,-0.8,-9.3,-8.4,-5.4,3.6,-7.2,-27.7,9.0,1.5,-11.8
Cc1ccc(C(=O)Nc2ccc(Nc3ccccc3)cc2)cc1C,-11.5,0.5,-10.2,-34.9,6.8,-6.0,-2.3,9.3,-10.7,-36.3,-4.8
CCCOc1ccc(C(=O)CCCC(=O)c2ccc(OCCC)cc2)cc1,-1.7,-5.5,-3.8,-1.0,-2.8,-37.6,0.1,-3.3,-2.4,0.2,-0.2
Cn1ncc2c(N3CCCCC3)nc(NCCCO)nc21,-0.5,-0.2,-1.8,-16.6,-2.9,15.7,5.3,-2.9,1.6,18.4,3.0
Cn1nc(C(=O)Nc2sc3c(c2C#N)CCCC3)ccc1=O,1.0,-0.4,-1.1,-0.8,-7.6,-4.4,18.3,17.3,-0.4,6.5,-6.3
CC(C)(C)c1cc(-c2n[nH]c(=S)n2-c2ccc(Cl)cc2)n[nH]1,-7.0,-7.3,9.5,7.1,3.6,16.7,11.8,6.7,-10.2,5.7,-5.1
CCN(CC(=O)NCc1cccs1)CC(=O)Nc1cccc(S(N)(=O)=O)c1,8.9,-3.3,-5.6,0.7,-11.9,-12.1,-4.8,3.1,-5.0,-3.1,0.0
C/C=C(\C)CN1CCCC(N(C)CCc2ccc(OC)c(OC)c2)C1 (stereo not given),3.5,-0.3,-10.5,-13.4,-9.9,4.0,11.9,-5.6,-3.6,11.1,4.4
COc1ccccc1NC(=O)Nc1cc(NC(=O)Nc2ccccc2OC)c(C)nc1C,1.9,1.4,22.6,-3.7,-5.0,8.1,6.9,-1.5,-1.4,1.1,13.8
CCOC(=O)c1c(NC(=O)/C=C/c2ccc(C)o2)sc(C)c1C,4.4,3.1,15.6,11.3,-7.8,6.2,11.2,-5.2,-0.8,-3.5,5.9
O=C(CN1CCN(C(=O)c2cccs2)CC1)NC1CCCCC1,7.5,-0.9,-25.6,-12.8,-5.2,-14.9,1.9,-0.5,8.1,11.1,-3.7
O=C(COc1ccccc1)Nc1c2c(nn1-c1ccc(F)cc1)CS(=O)C2 (stereo not given),-9.6,-1.5,-14.3,1.2,5.3,-1.5,1.6,3.3,-3.1,18.2,8.3
COC(=O)C1CCCCN1C(=O)c1cc(COc2cccc3cccnc23)on1 (stereo not given),-3.0,-0.9,22.0,3.4,-7.1,-11.9,-2.0,-8.8,0.3,-0.1,6.1
CC1CCCN(C(=O)CNC(=O)c2sc3ccccc3c2Cl)C1 (stereo not given),-4.9,-1.7,-74.9,-78.3,-8.5,-59.6,0.4,-26.1,4.1,-71.2,-93.7
CCC(C(=O)N1CCOCC1)n1nc(C)c2c(C)n(-c3ccccc3)nc2c1=O (stereo not given),-11.2,1.2,-48.1,-25.3,2.6,-19.9,-6.2,0.7,-7.2,7.5,-10.7
CCOC(=O)Nc1ccc2c(c1)N(C(=O)OCCN(C)C)c1ccccc1CC2,21.1&8.6,-0.7&-14.2,8.4&13.3,4.5&-5.7,6.2&-5.1,-32.2&-7.3,1.8&3.1,14.0&-10.6,0.7&7.5,14.1&24.0,7.3&-22.1
COc1ccc(NC(=O)CN2CCC(Cc3ccccc3)CC2)cc1S(=O)(=O)N1CCOCC1,-3.9,9.2,11.3,4.2,3.6,13.5,-0.1,10.2,0.5,0.9,-0.3
O=C(COC(=O)CSc1ccc(F)cc1)NC1CCCCCC1,-8.9,10.1,15.4,-0.9,-14.8,17.2,1.0,25.8,5.9,-2.2,-31.0
Cc1c(Cl)cccc1N=C1NC(=O)CS1,0.5,1.3,-1.4,-18.4,-3.9,27.4,-5.5,-8.4,4.1,1.6,-5.1
COc1ccc(OC)c(NC(=O)Cc2c(C(=O)O)n(C)c3ccccc23)c1,-11.1,3.0,-12.4,-17.8,-6.2,-16.5,-0.6,0.9,-11.0,-7.5,2.7
Cc1cc(/C=C2\SC(=O)N(C)C2=O)c(C)n1-c1cccc(C(=O)O)c1,10.7,-2.8,13.1,-2.7,1.6,15.0,5.1,6.0,5.7,2.3,2.7
Cc1ccn2c(NC(=O)C(C)(C)Oc3ccc(Cl)cc3)c(-c3cccs3)nc2c1,4.7,2.5,10.0,-27.3,-7.6,-2.7,5.6,-8.4,-1.8,15.7,-1.1
COc1ccc(C2CC(C(F)(F)F)n3nc(C(=O)N(C)Cc4cn(C)nc4C)c(Cl)c3N2)cc1 (stereo not given),-16.2,-6.5,22.3,-4.8,-12.5,4.8,5.1,10.4,1.4,2.0,-16.6
CCOC(=O)c1c(C)n(C)c2ccc(OC(=O)c3ccc(N4C(=O)CCC4=O)cc3)cc12,-28.2,1.1,-0.5,-10.0,-6.8,11.5,-2.3,-22.1,7.7,-2.0,8.0
CCC(C)NC(=O)Cn1cnc2sc(C)c(S(=O)(=O)N3CCN(c4ccccc4OC)CC3)c2c1=O (stereo not given),11.5,-2.4,12.5,-7.6,-12.2,-13.4,0.0,-3.4,2.0,24.0,-12.2
CC(C)CCNC(=O)C1CC(c2ccccc2C(F)(F)F)=NO1 (stereo not given),-3.7,8.6,-28.5,-14.5,-0.1,2.1,-6.3,-6.0,7.8,-21.8,-0.6
C/C(=N/NS(=O)(=O)c1ccc(Br)cc1)c1c[nH]c2ccccc12,1.0,1.4,12.0,-13.3,-8.7,7.8,12.0,-9.5,-0.6,30.9,-33.2
CC1CCN(C(=O)c2ccc(CSc3nc4ccncc4n3Cc3ccc(F)cc3)cc2)CC1,24.7,-4.6,0.6,13.3,-4.2,-47.3,-3.5,8.6,6.1,-18.9,2.8
C=CCCCCc1nc2ccccc2c(=O)n1N,-29.9,7.3,0.9,-2.6,-1.2,-1.5,5.8,-9.5,-4.9,-5.7,-33.7
CCOCCCNC(=O)CNC(=S)N(Cc1ccccc1F)C1CCCCC1,-1.3,2.6,8.3,-10.7,0.6,8.1,-1.5,8.0,1.0,-11.4,24.2
O=C(Nc1ccccc1F)c1ccc2c(c1)CCN2S(=O)(=O)c1ccccc1,-2.6,4.6,3.0,-0.3,-11.3,-8.4,-2.1,0.9,-1.5,-22.1,4.3
CC(C)=CCn1c2ccc(NC(=O)Nc3cccnc3)cc2c(=O)n1C,14.0,x,-0.4,-3.0,-1.7,8.2,-4.6,11.5,3.6,-18.0,-2.4
COCCCNc1ccn2nc(-c3ccccc3)cc2n1,71.9*,x,-88.7,39.5,-6.3,-29.8,-3.0,-29.4,-7.5,-66.4,-68.9
COCCNC(=O)c1onc(CSc2cccc(Cl)c2)c1C(=O)O,-13.4,2.2,-1.1,-34.6,-20.6,0.4,-2.4,-14.2,3.1,4.3,-9.7
CCOC(=O)c1c(-c2ccccc2)c2cc(OC)ccc2n1CCCN(C)C,-5.6,-9.3,17.0,-34.7,-1.7,3.0,14.8,-17.2,9.7,8.3,-2.5
CN1CCC(=NOc2ccc([N+](=O)[O-])cc2)CC1,-19.9,-0.4,-58.7,-55.5,-9.2,-44.2,3.7,-65.2,-1.6,-80.7,-78.5
Cc1ccc(NC(=S)N2C3CCCC2CC(NC(=O)C2CC2)C3)cc1C (stereo not given),9.8,-4.4,2.4,-10.4,2.5,1.8,-7.2,-20.8,-3.3,8.2,-1.7
Cc1cc(C)c(C#N)c(SCS(=O)Cc2ccc(Cl)cc2)n1 (stereo not given),-28.4,-7.1,4.2,2.8,2.2,-4.2,-3.7,-1.4,4.0,20.5,5.6
COc1ccc(CCNCc2csc3nc4ccccc4n23)cc1OC,15.2,-10.4,16.3,26.7,7.1,10.4,-4.4,36.9,-0.1,25.6,-5.0

# Only part of the results is shown; count on the stated rates, not on these rows.
